EPAC2 antag: blocks human EPAC2 exchange factor | AID 720708 | Q8WZA2 | actives 0.18% (n = 360,000) | EPAC2 GEF exchange of Rap1B-BODIPY-GDP, fluorescence | Potency, µM (highest dose often 114 µM), for inactives: at the highest dose activity, negative = inhibition, most hits filed as inhibitors; further: potency means the concentration at half of the fitted maximal effect; on the % scale 0 is the no-effect control and ±100 the full control effect; nearly all actives have a fitted effect of over 45% in size; many of its hits are not listed in these tables
Target sequence (Q8WZA2 whole entry, looked up): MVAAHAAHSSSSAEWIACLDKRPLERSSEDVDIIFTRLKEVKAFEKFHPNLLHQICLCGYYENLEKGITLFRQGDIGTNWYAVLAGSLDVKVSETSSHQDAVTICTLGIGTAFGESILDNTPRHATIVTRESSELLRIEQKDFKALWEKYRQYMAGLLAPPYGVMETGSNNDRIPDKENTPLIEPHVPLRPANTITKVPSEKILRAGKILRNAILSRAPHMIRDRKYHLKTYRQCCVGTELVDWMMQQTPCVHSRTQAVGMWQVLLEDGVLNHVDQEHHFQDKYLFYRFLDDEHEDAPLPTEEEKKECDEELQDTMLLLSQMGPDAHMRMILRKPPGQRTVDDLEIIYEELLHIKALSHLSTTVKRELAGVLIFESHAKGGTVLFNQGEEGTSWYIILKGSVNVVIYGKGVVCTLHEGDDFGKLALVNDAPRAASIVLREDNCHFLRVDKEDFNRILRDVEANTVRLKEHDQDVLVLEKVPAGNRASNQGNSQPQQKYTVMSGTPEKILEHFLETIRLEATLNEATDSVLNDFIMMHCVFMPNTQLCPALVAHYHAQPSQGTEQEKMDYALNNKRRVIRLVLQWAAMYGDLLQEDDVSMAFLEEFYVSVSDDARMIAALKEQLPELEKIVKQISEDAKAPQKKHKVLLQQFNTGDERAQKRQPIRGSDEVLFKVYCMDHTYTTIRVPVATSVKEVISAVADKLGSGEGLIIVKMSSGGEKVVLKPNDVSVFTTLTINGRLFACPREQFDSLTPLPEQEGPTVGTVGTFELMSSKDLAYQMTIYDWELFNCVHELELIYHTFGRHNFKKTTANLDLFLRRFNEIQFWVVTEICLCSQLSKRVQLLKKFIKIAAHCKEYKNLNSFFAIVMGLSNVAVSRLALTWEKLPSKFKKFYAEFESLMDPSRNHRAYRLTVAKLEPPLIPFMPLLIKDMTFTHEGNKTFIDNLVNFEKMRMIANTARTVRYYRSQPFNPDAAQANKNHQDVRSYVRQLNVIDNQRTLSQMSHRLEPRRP
pAkt inh: Akt phosphorylation inhibition. Neuro2A IGF-stimulated pAkt S473 HTRF, 20 min; stronger effect = lower value. activity change, % for hits at 50 µM. actives 0.32% (n = 360,000). AID 651550; in the data active means activity change below about -80%; inconclusive means mostly about -51% to -80%; further: on the % scale 0 is the no-effect control and ±100 the full control effect
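Neuro2A cells in DMEM with 0.5% FBS, overnight at 37 deg C, given compound at single 50 µM final, then IGF (6 nM final) for 20 min at 37 deg C. Lysed; phospho-Akt Ser473 by HTRF after 24 h, 665/615 ratio.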
Nrf2 ARE act: Nrf2 pathway activation; AID 624171; actives 0.31% (n = 410,000); Potency, µM (top dose mostly 46.1 µM), for inactives: at the highest dose activation, actives largely listed as activators; AREc32 ARE-luciferase reporter (MCF7-derived line), luminescence, 24 h; further: potency means the concentration at half of the fitted maximal effect; % of control where 0% means no effect; nearly all actives have a fitted effect of over 65% in size
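Luciferase luminescence (Steady-Glo, 30 min at room temperature) served as the read-out of ARE activation in AREc32 cells treated with compounds for 24 hr at 37 deg C.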
A549 viability: counter-screen for Nrf2 inhibitors: cytotoxicity in A549 cells. AID 504648. A549 ARE-Fluc cells, CellTiter-Fluor viability, 18-24 h. Potency, µM (doses to about 46 µM), for the others: at the top dose activity change, negative = cytotoxicity, most hits filed as inhibitors. actives 0.16% (n = 390,000); further: potency means the concentration at half of the fitted maximal effect; on the % scale 0 is the no-effect control and ±100 the full control effect
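Cytotoxicity counterscreen: CellTiter-Fluor fluorescence was measured in A549 ARE_Fluc cells after 18-24 h of compound exposure in a concentration series. The subsequent BugLite luminescent read reports ARE-luciferase activity.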
CCT chaperon mod: changes cytosolic chaperonin activity; purified chaperonin ATPase assay, HTRF ADP detection, 30 min; activity change, % (test concentration not listed), hits read low; actives 0.3% (n = 360,000); AID 651819; in the data active means activity change below about -30%; further: on the % scale 0 is the no-effect control and ±100 the full control effect
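We incubate TRiC, 40 or 20 nM final, with library compounds at 76 uM and 10 uM ATP for 30 min at 37 °C. ADP formed is detected with Transcreener HTRF reagents after 30 min at room temperature.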
TGFb SMAD3 inh: inhibitors of TGF-b signaling; actives 1.2% (n = 410,000); AID 588855; HepG2 CAGA-GFP TGF-b/SMAD3 reporter, GFP fluorescence, 18 h; TGF-beta stimulated, 500 pg/mL final; Potency, µM (series often up to 46.1 µM), for the others: top-dose activity, negative = inhibition, hits mostly inhibitors; further: potency means the concentration at half of the fitted maximal effect; on the % scale 0 is the no-effect control and ±100 the full control effect; nearly all actives have a fitted effect of over 65% in size
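TGF-beta reporter screen: HEPG2 CAGA-GFP, 1% FBS, 500 pg/mL TGF-beta final, 18 h; per-cell GFP summed per well; curves fitted and categorized by class.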
Mm-Cpn inhibitor: blocks the Methanococcus maripaludis chaperonin Mm-Cpn; purified Mm-Cpn ATPase, ADP Transcreener TR-FRET; Potency, µM (titrated, usually from 76.9 µM), inactives show at the top dose activity, negative = inhibition, actives largely listed as inhibitors; actives 0.031% (n = 330,000); further: potency means the concentration at half of the fitted maximal effect; on the % scale 0 is the no-effect control and ±100 the full control effect; nearly all actives have a fitted effect of over 80% in size
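Reaction buffer contained 30 mM Tris pH 7.4, 100 mM KCl, 5 mM MgCl2 and 1 mM DTT. Mm-CPN (25 nM final) hydrolysed 10 uM ATP over 30 min at 37°C; ADP was read by HTRF.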
EPAC2 ag: activates human EPAC2 exchange factor; Q8WZA2; EPAC2 activation, biochemical qHTS; response scale: 100% = 6.5 mM cAMP response; Potency, µM (series often up to 154 µM), without a hit: at the top dose activation, most hits filed as activators; actives 0.079% (n = 360,000); further: potency means the concentration at half of the fitted maximal effect; nearly all actives have a fitted effect of over 50% in size
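In this primary screen, activation is scored as increased exchange of BODIPY-GDP from Rap1B by 100 nM EPAC2, with 50 uM GDP as competitor. Signal is normalized to the 6.5 mM cAMP agonist control.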
Nrf2 inh: Nrf2 pathway inhibition | actives 2.1% (n = 360,000) | AID 504444 | A549 ARE-Fluc reporter, luciferase luminescence, 18-24 h | Potency, µM (highest dose often 46 µM), without a hit: at the highest dose activity change, negative = inhibition, hits mostly inhibitors; further: potency means the concentration at half of the fitted maximal effect; on the % scale 0 is the no-effect control and ±100 the full control effect; nearly all actives have a fitted effect of over 60% in size
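Nrf2 function is reported as luminescence of an ARE-controlled luciferase in A549 cells. Compounds were tested at several concentrations, and a CellTiter-Fluor read on the same wells flagged cytotoxicity.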
Starred values were filed as active, the others as inactive; i = inactive; ? = inconclusive; / = no result given; [ ] = dose if it differs, or a comment. Unless noted, the call rests on the fitted dose curve; in most records, active means well fitted curve in the direction sought with a large enough effect; inconclusive means small, poorly fitted or top-dose-only effect, or another doubt; inactive means no such curve, though single readings can be large; an effect the other way counts as inactive or inconclusive. Only part of the results is shown. The share of hits here may be higher or lower than overall.

Values run as follows: A549 viability	Mm-Cpn inhibitor	TGFb SMAD3 inh	Nrf2 ARE act	EPAC2 ag	pAkt inh	EPAC2 antag	Nrf2 inh	CCT chaperon mod
> COc1ccc(S(=O)(=O)N2CCN(Cc3cccc([N+](=O)[O-])c3)CC2)cc1
    -0.5%	/	-34.3%	-0.4%	10.1%	i	1.5%	8.5%	-0.5
> O=C(COC(=O)CCCN1C(=O)c2ccccc2C1=O)Nc1ncc(Cl)cc1Cl
    -0.8%	-0.1%	-4.8%	0.8%	-7.9%	i	-1.2%	-0.8%	-2.4
> CCOC(=O)C1=C(C)NC2=C(C(=O)C(C(=O)OCC)C(c3ccco3)C2)C1c1ccccn1 (stereo not given)
    -6.6%	-1.1%	13.5%	-0.4%	5.3%	?	-4.5%	-19.3%	-1.3
> NC(=O)c1cc(N=Nc2c(N)[nH]n(-c3c(Cl)cc(Cl)cc3Cl)c2=O)ccc1Cl
    -10.1%	-0.8%	17.4%	-0.5%	10.3%	i	-14.9%	-3.8%	-2.8
> COC(=O)C(NNc1ccccc1C)(NC(=O)c1ccc(F)cc1)C(F)(F)F (stereo not given)
    -5.2%	0.9%	0.0%	2.8%	11.5%	i	-3.4%	-23.7%	0.1
> Brc1ccccc1OCCCCCN1CCOCC1
    -3.9%	-0.8%	-2.8%	-0.5%	-3.6%	i	-2.7%	10.7%	-1.1
> Cc1ccc(-c2nc3ccccc3nc2NN)cc1
    4.6%	-3.6%	-0.7%	15.6%	8.2%	i	-8.6%	?	1.3
> CC(=O)Nc1cccc(Oc2cnc3ccccc3n2)c1
    -0.5%	0.4%	2.1%	5.2%	11.1%	i	-3.0%[57.1 µM]	4.8%	-0.5
> Cc1cccc(C(=O)NNC(=O)c2cc3cc4ccccc4nc3s2)c1
    ?	0.4%	-11.3%	5.5%	1.6%	i	-12.9%	/	1.3
> COc1ccc(Cn2c(SCc3ccc(C(=O)NC(C)C)cc3)nc3cccnc32)cc1
    -0.6%	/	-28.8%	-1.2%	/	/	/	?	/
> COc1ccc(-c2nnc(Nc3ccc(OC)c(C(N)=O)c3)c3ccccc23)cc1
    ?	/	?	1.1%	/	/	/	/	/
> C=CCOc1cccc(/C=C\c2nc(O)c([N+](=O)[O-])c(=O)[nH]2)c1
    -9.3%	-2.2%	-5.8%	-0.7%	-0.4%	i	-21.9%	2.3%	0.0
> COc1ccc(O)c(C2Nc3ccccc3-n3c(-c4ccccc4)c4c(=O)n(C)c(=O)n(C)c4c32)c1 (stereo not given)
    7.5%	/	?	4.9%	/	/	/	10.2%	/
> COc1ccc(-c2cn(-c3ccccc3)nc2CO)cc1
    0.5%	0.3%	1.6%	2.5%	3.9%	i	-2.4%	6.4%	0.5
> O=C(NC1(C(F)(F)F)NC(=O)N(CC2CCCCC2)C1=O)c1ccco1 (stereo not given)
    4.3%	0.7%	-21.4%	-0.1%	7.6%	i	-1.4%	-0.1%	-1.0
> COc1ccc(/C=C/C(=O)NC(=S)Nc2ccc(S(=O)(=O)Nc3nccnc3OC)cc2)cc1
    1.2%	-0.9%	0.5%	-1.0%	1.9%	i	2.1%	-13.0%	-1.0
> CC(C)NC(=O)NNC(=O)Cn1nnc(-c2cccc(Cl)c2Cl)n1
    4.8%	-0.5%	1.7%	0.0%	6.5%	i	4.3%	-0.4%	-1.2
> Cc1cc(NC(=O)Cn2cnc3c(nnn3-c3cccc(F)c3)c2=O)no1
    0.8%	2.7%	2.0%	0.7%	-1.1%	i	-4.8%	5.3%	-7.1
> O=C(c1cccc(OC2CCN(Cc3ccc(F)cc3Cl)CC2)c1)N1CCCC1
    -18.3%	-0.3%	?	0.2%	2.4%	i	-10.6%	?	-1.1
> CCOC(=O)c1c(NC(=O)CNC2CCCc3ccccc32)sc(C(N)=O)c1C (stereo not given)
    4.9%	0.6%	2.0%	6.1%	-2.0%	i	0.8%	-4.7%	-1.9

Next entries
Values run as follows: A549 viability	Mm-Cpn inhibitor	TGFb SMAD3 inh	Nrf2 ARE act	EPAC2 ag	pAkt inh	EPAC2 antag	Nrf2 inh	CCT chaperon mod
> CCn1c(=O)c(=O)[nH]c2cc(C(=O)NC3CCCC3)ccc21
    -4.6%	1.8%	-14.1%	-0.2%	11.6%	i	6.3%	4.1%	-2.0
> O=C(c1ccccc1)C1OC1C(=O)c1ccccc1 (stereo not given)
    -9.7%	/	?	12.6µM*	6.5%	i	-7.5%	?	-1.9
> CCO[C@H]1OC(C(=O)NCc2nc3ccccc3[nH]2)=C[C@@H](c2ccc3c(c2)OCO3)[C@@H]1CCCO
    -3.6%	/	-7.7%	-0.4%	5.1%	i	-14.0%	-14.6%	0.3
> CCC(C)C1Nc2ccc(C(=O)NCCc3ccc(OC)c(OC)c3)cc2NC1=O (stereo not given)
    -11.3%	-1.7%	-1.1%	0.0%	2.6%	i	-7.1%	?	0.8
> CCN(CC)c1ccc(S(=O)(=O)N2CCOCC2)cc1NC(=O)COC(=O)C1=COCCO1
    -10.5%	/	16.0%	6.0%	3.1%	i	-13.0%	-9.4%	-1.2
> CCC(C(=O)N1CCN(c2ccccc2)CC1)n1nc(C)n2c(cc3sccc32)c1=O (stereo not given)
    -22.7%	/	?	-0.5%	/	/	/	-17.3%	/
> COc1ccccc1C1C2=C(N=c3s/c(=C/c4cccc(OCC(=O)O)c4)c(=O)n31)c1ccccc1CC2 (stereo not given)
    0.6%	0.0%	13.1%	-0.5%	-4.4%	i	-4.2%	-23.0%	0.0
> Cc1ccc(C(=O)NCC(=O)N(C)Cc2ccc(Cl)cc2Cl)s1
    -4.0%	-2.4%	23.7%	-0.8%	2.5%	i	6.7%	-5.0%	1.4
> Cc1ccccc1S(=O)(=O)NC(=O)C1(C)CCN1C(=O)Cc1ccc(Cl)cc1Cl (stereo not given)
    /	/	1.2%	-0.5%	8.2%	i	1.2%	/	-2.1
> COCCNC(=O)c1ccc(CSc2nc3ccncc3n2Cc2ccccc2)cc1
    10.6%	/	-2.3%	4.1%	/	/	/	22.9%	/
> Cc1ccc(S(=O)(=O)N2Cc3ccccc3CC2C(=O)Nc2cc(C)on2)cc1 (stereo not given)
    11.1%[1.84 µM]	1.0%	-28.0%	2.6%	16.7%	i	-1.2%	6.7%	0.2
> COCCNC(=S)N/N=C(\C)c1cccc(C(F)(F)F)c1
    7.0%	4.5%	-9.3%	3.4%	-2.0%	i	-6.2%	-2.8%	1.3
> N#CC(c1ccccc1)C1CCN(Cc2ccccc2)CC1 (stereo not given)
    1.9%	0.1%	-6.4%	0.0%	3.6%	i	9.3%	1.8%	0.9
> COc1ccc(CCN(C)C(=O)COc2ccc(N(C)S(=O)(=O)c3ccc(C)cc3)cc2)cc1OC
    3.6%	-0.7%	18.9%	1.7%	-0.9%	i	-7.6%	?	2.0
> COc1cc(C2CC(=O)c3cnc(N)nc3C2)cc(OC)c1OC (stereo not given)
    -7.2%	-0.7%	-16.0%	0.3%	-1.1%	i	0.1%	13.3%	-0.9
> Cc1cccc(NC(=S)N(CCc2ccncc2)C(C)C)c1C
    1.3%	0.3%	0.4%	3.4%	0.4%	i	6.0%	5.0%	0.4
> CC(C)(C)OC(=O)N1CCC(c2c(C(=O)Nc3ccc4c(c3)OCO4)cnn2-c2ccc(F)cc2F)CC1
    -10.8%	/	0.0%	6.5%	/	/	/	4.6%	/
> CCOc1ccccc1N1Cc2cc(C)c(C)cc2C1
    -18.2%	3.0%	-10.6%	1.2%	-3.8%	i	16.7%	18.7%	-1.2
> CCCCNC(=S)NNC(=O)c1csc(C)c1C
    4.6%	1.2%	-1.3%	-1.0%	9.4%	i	-6.3%	-2.9%	-0.7
> CSc1ccc(/C=C(/NC(=O)c2ccco2)C(=O)N2CCCCC2)cc1
    -5.5%	-0.9%	-3.8%	-0.3%	3.8%	i	-8.7%	0.3%	-2.3

Following part:
Values run as follows: A549 viability	Mm-Cpn inhibitor	TGFb SMAD3 inh	Nrf2 ARE act	EPAC2 ag	pAkt inh	EPAC2 antag	Nrf2 inh	CCT chaperon mod
> CCOC(=O)C1CCN(C(c2cccc(OC)c2)c2sc3nc(C)nn3c2O)CC1 (stereo not given)
    18.2%	0.7%	1.7%	4.2%	19.0%	i	7.8%	0.0%	-1.8
> Cc1ccc(NC(=O)CN(C)CC(=O)Nc2c(C)cccc2C)c(Br)c1
    1.8%	1.8%	-22.6%	0.0%	6.3%	i	13.6%	0.1%	-1.0
> O=C(Nn1cnnc1)c1ccc(Cl)c(Cl)c1
    0.3%	-1.5%	-2.9%	-1.3%	-0.7%	i	0.3%	2.5%	2.4
> CCOC(=O)c1c(C)oc2c1c1c(c3ccccc32)OCN(Cc2ccccn2)C1
    6.9%	1.4%	?	10.1%	-1.1%	i	11.6%	0.2%	4.7
> COc1cc(OC)cc(C(=O)NCCCNC(=O)c2cccnc2)c1
    -11.5%	-4.3%	30.9%[activator]	-0.4%	8.9%	i	-0.2%	?	-0.9
> Cc1ccc(CC(=O)Nc2cccc(C)n2)cc1
    0.3%	1.1%	-4.3%	0.5%	7.3%	i	-5.0%	?	-2.3
> COc1ccccc1-c1nnc(-c2ccc(F)cc2)o1
    0.9%	/	-3.2%	9.0%	8.3%	i	-2.6%	?	-1.7
> CCC(C)N1CC(C(=O)NC2CCCCC2)CC1=O (stereo not given)
    2.7%	1.5%	10.9%	0.3%	0.7%	i	2.2%	3.6%	-5.1
> CCOC(=O)Cc1cc(=O)n2[nH]c(C(C)(C)C)cc2n1
    0.2%	-0.2%	0.0%	0.0%	19.8%	i	6.8%	-5.2%	0.3
> O=C(CSc1cc(Cl)ccc1Cl)NCCCn1ccnc1
    -0.8%	-0.5%	-4.6%	-0.8%	6.7%	i	10.9%	?	-1.8
